Assay outcomes (PubChem)
core dimer inh: blocks dimerization of HCV core protein | TR-FRET GST/Flag-core106 dimerization, 1536-well | inhibition, % at 5 µM | 300,000 compounds, 0.33% hits;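 active means inhibition above the mean of all tested compounds plus 3 SD, set per screening campaign, cut at about 45% in these data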
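Assay system: Tagged HCV core106 pair (GST and Flag) | Buffer or medium: KF-containing HEPES buffer, pH 7.45, DTT, CHAPS, BSA | Also added: Eu donor and XL665 acceptor anti-tag antibodies | Dosing: One concentration, 5 µM, in 0.5% DMSO | Timing: 4 h at 22.5 °C | Technique: TR-FRET 671 and 617 nm emission | Repeats: Singlicate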
Efflux pump mplx: antifungal efflux pump inhibition, Nile Red retention; S. cerevisiae Candida pump triplex; inhibition, % at 10 µM; 330,000 compounds, 0.44% hits;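 active means plate passing quality check with inhibition over a set limit, or well fluorescence over plate mean plus 4 SD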;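 further: Nile Red retained in pooled yeast measured as flow cytometry median fluorescence; 0% = buffer negative control and 100% = Enniatin B positive control; higher means more Nile Red kept so more efflux inhibition; some compounds called inactive have numbers as strong as hits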
ZTA counter: blocks Epstein-Barr virus ZTA, an EBNA-1 counter-screen; 320,000 compounds, 0.15% hits; P03206; ZTA-DNA binding, fluorescence polarization; inhibition, % at 11 µM; in the data active means inhibition above about 33%
Target sequence (P03206 whole entry, looked up): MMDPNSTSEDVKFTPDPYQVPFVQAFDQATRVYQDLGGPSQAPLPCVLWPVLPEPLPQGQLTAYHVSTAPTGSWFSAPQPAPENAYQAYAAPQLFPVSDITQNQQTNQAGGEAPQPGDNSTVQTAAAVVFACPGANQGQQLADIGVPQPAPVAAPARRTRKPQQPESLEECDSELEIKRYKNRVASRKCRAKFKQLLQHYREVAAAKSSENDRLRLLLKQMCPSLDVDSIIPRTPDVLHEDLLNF
PREPL inhibitor: inhibits the human prolyl oligopeptidase-like enzyme; recombinant PREPL, fluorescence polarization activity-based probe; inhibition, % at 5.96 µM; 320,000 compounds, 0.68% hits; in the data active means inhibition above about 43%;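 further: 0% = enzyme with DMSO and 100% = wells lacking enzyme; many of its hits are not listed in these tables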
Target sequence (Q4J6C6 whole entry, looked up): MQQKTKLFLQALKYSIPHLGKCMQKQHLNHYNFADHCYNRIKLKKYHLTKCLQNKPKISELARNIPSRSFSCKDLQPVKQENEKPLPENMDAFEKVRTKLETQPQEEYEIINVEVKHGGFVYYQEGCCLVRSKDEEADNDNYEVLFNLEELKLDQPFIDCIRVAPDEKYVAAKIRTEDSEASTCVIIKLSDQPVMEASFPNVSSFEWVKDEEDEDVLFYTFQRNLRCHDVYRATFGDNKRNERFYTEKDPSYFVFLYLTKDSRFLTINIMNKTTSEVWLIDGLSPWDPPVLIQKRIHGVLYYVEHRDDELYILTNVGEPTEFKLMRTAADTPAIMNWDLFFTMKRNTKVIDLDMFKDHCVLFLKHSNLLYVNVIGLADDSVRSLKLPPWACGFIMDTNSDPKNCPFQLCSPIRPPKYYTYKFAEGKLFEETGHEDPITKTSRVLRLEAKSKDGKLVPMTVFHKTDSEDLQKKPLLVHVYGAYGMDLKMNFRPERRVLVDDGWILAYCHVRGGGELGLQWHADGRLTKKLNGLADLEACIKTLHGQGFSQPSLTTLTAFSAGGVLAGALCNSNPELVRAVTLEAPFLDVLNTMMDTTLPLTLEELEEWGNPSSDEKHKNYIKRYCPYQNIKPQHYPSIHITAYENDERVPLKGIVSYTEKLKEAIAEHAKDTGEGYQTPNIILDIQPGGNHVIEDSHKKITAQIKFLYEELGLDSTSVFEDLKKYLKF
Fh CTSL1 inh: counter-screen for PFM18AAP inhibitors: inhibitors of F. hepatica cathepsin L1; recombinant F. hepatica cathepsin L1, Z-Leu-Arg-MCA fluorescence; inhibition, % at 5.96 µM; 300,000 compounds, 0.49% hits;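 active means inhibition above the mean of all tested compounds plus 3 SD, set per screening campaign, cut at about 17% in these data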;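 further: 0% = plate median of test compound wells and 100% = 1 µM Z-Phe-Ala-diazomethylketone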
PP1 inh: counter-screen for PP5 inhibitors: inhibitors of human PP1-alpha. inhibition, % at 6.7 µM. AID 2235. 320,000 compounds, 0.9% hits. purified PP1alpha, OMFP fluorescence;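 active means inhibition above the mean inhibition of all tested compounds plus 3 SD, computed separately for each screening campaign, cut at about 15% in these data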
PP5 inh: inhibitors of human protein phosphatase 5 (PP5) | P53041 | purified PP5c, OMFP substrate fluorescence | inhibition, % at 6.7 µM | 320,000 compounds, 0.18% hits | AID 1987;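 active means inhibition above the campaign's mean inhibition across all tested compounds plus 3 SD, cut at about 9.5% in these data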;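 further: 0% = DMSO only and 100% = 100 µM cantharidin control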
EBNA-1 inh: blocks EBNA-1 binding to DNA; EBNA-1 DNA binding, fluorescence polarization; AID 1950; 300,000 compounds, 0.34% hits; inhibition, % at 14.8 µM; in the data active means inhibition above about 28%
TPT1 inh: blocks Candida albicans tRNA 2'-phosphotransferase | recombinant caTPT1, FP RNA substrate dephosphorylation | 300,000 compounds, 0.81% hits | inhibition, % at 5 µM | AID 1962;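 active means inhibition above the mean of all tested compounds plus 3 SD, set per screening campaign, cut at about 24% in these data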;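 further: plate controls were DMSO alone for no effect and ferristatin control at 100 nM for full effect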
An asterisk follows results filed as active; / = not tested or not shown. These rows are one share of the data; rates above refer to the full screens.

SMILES	core dimer inh	Efflux pump mplx	ZTA counter	PREPL inhibitor	Fh CTSL1 inh	PP1 inh	PP5 inh	EBNA-1 inh	TPT1 inh
COc1cc(OC)c2ccc(=O)oc2c1C(CCN1CCCC1)c1ccc2c(c1)OCO2 (centres undefined)	-18.5	-0.1	-10.6	-24.0	2.3	5.2	3.8	-6.6	0.3
Cc1ccc2oc(=O)c3cc(C(=O)N4CCN(C(=O)c5ccco5)CC4)sc3c2c1	-1.0	-0.1	0.9	0.1	-1.6	2.7	-0.9	4.8	-2.8
Cc1cc2ccccc2c(=O)n1CC(=O)NCC(=O)N1CCCC1	-4.7	0.0	4.3	-2.3	5.6	-4.7	0.6	-10.5	1.5
CCOC(=O)C1CCN(CC(O)COCc2ccc3c(c2)OCO3)CC1 (centres undefined)	-1.9	0.0	4.7	8.2	5.0	-5.3	1.2	-7.9	-1.9
COc1ccc(C(=O)N2CCN(S(=O)(=O)c3ccc(F)cc3)CC2)cc1OC	-4.7	-0.1	-10.4	1.6	0.8	1.2	0.3	2.4	-0.7
CC(C)(C)N(Cc1ccccc1)C(=O)c1ccc(Br)o1	4.7	-0.4	14.7	18.1	3.0	-0.7	-1.6	4.7	-0.6
O=C(CNC(=O)C12CC3CC(CC(C3)C1)C2)N1CCN(S(=O)(=O)c2cccs2)CC1	5.8	0.5	-2.9	-1.9	-1.6	-0.7	-2.4	5.1	-3.3
Nc1nc(Nc2ccccc2)nc(NCCO)c1[N+](=O)[O-]	0.6	-0.1	-2.8	-36.4	0.0	-2.4	-1.3	-5.0	-2.0
O=C(N/N=C/C=C/c1ccco1)c1ccccc1Cl	8.0	0.0	-5.0	-3.5	-0.6	-5.7	0.3	4.4	5.1
CC(=O)N1c2ccc(S(=O)(=O)NCCC(=O)Nc3ccc(C)c(F)c3)cc2CC1C (centres undefined)	5.1	-0.1	-13.9	-3.6	-1.6	-5.0	2.1	-7.5	-0.4
Cc1cc(C)cc(N(CC(=O)N2CCC(C)CC2)S(C)(=O)=O)c1	6.1	0.1	10.2	13.0	-0.7	-1.3	-0.1	1.8	2.7
CC(CNC(=O)CCS(=O)(=O)c1cc2c(cc1Cl)NC(=O)CO2)c1ccccc1 (centres undefined)	-4.6	-0.2	-6.2	5.4	-2.6	-1.6	-0.2	0.4	-4.8
O=C(CNC(=O)c1ccc(Cl)cc1Cl)OCCCn1c(=O)[nH]c2ccccc21	0.0	0.0	4.2	-22.4	1.8	-4.1	0.4	1.7	-1.5
CN(CC(=O)NCCCN1CCOCC1)S(=O)(=O)c1ccc(Br)cc1	-1.8	0.1	16.4	2.3	1.7	-2.8	-0.3	0.8	-0.4
O=C1NN(c2ccccc2)C(=O)/C1=C/c1ccc(-c2cccc(C(=O)O)c2)o1	-12.0	-0.1	20.3	11.4	8.9	5.9	0.1	5.5	-6.9
CCN(CC)S(=O)(=O)c1ccc(N2CCOCC2)c(NC(=O)c2ccc(C#N)cc2)c1	6.3	0.2	-10.1	5.4	-0.6	0.7	4.4	-11.4	2.4
O=C(Nc1nc2c(s1)CCCC2)c1cc(-c2ccncc2)nc2ccccc12	44.8	0.3	-1.8	10.7	-1.3	14.1	0.8	-6.0	12.1
Nc1nc(N2CCN(C(c3ccccc3)c3ccccc3)CC2)n[nH]1	-0.9	-0.1	-1.1	2.4	0.5	-0.3	-3.3	0.7	-2.0
O=C(CSc1c(F)c(F)cc(F)c1F)Nc1ccc(C2SCCS2)cc1	-1.1	0.1	11.7	-1.8	2.7	-4.3	-1.1	7.7	0.2
CCOC(=O)c1[nH]c(C)c(C(=O)NCc2cccnc2)c1C	-3.7	0.0	-4.5	-8.4	1.6	-1.4	0.1	5.6	4.8
Cc1nc2ccccc2c(=O)n1CCCn1ccnc1	-2.8	0.0	3.8	2.4	-0.3	-1.8	3.8	-1.0	-3.8
COc1ccc(OC)c(NC(=S)NCCC(c2ccccc2)c2ccccc2)c1	12.7	0.2	1.0	9.4	1.7	4.2	5.7	10.1	-4.2
COc1ccc(NC(=O)Cn2c([N+](=O)[O-])cnc2C)cc1Cl	-2.1	-0.1	6.3	3.9	-3.0	-0.2	0.0	15.0	-2.9
COC(=O)c1ccc(-c2noc(CN3CCCCC3c3nccn3C)n2)cc1 (centres undefined)	-1.1	-0.2	0.2	2.8	-1.1	-0.5	1.4	-6.9	-1.7
O=C(O)c1cccnc1Sc1ccc(Br)cc1	4.4	-0.3	12.4	3.2	2.0	0.8	2.2	2.2	1.3
O=C1C(Cc2ccc3[nH]ccc3c2)NC(=S)N1c1ccccc1 (centres undefined)	0.7	0.0	4.5	-2.1	-3.9	-1.6	0.7	6.4	5.9
COc1c(-c2ccc(O)cc2)oc2cc(O)cc(O)c2c1=O	-5.7	0.4	7.0	-8.7	-1.7	6.8	2.7	-8.4	2.6
COC(=O)C1=C(C)NC(=S)NC1/C=C/c1ccccc1 (centres undefined)	-1.4	0.0	1.1	4.6	-1.7	3.8	-1.5	-5.1	-3.4
CCN1C(N(C)C)=NC[C@@H]1Cc1ccccc1	-14.6	-0.1	-18.7	-0.5	4.7	1.1	-2.8	-0.7	-0.9
N#C/C(=N/Nc1ccccc1[N+](=O)[O-])C(N)=S	-7.1	0.0	3.0	2.8	2.4	1.8	4.0	-1.6	1.7
O=C(COC(=O)CC1CCCC1)Nc1cccc(F)c1	/	-0.1	-1.9	3.9	/	-4.5	0.2	/	/
COc1ccc(C2=CSC3=NCCN23)cc1	2.9	0.0	-5.7	6.7	2.4	-2.9	-1.5	-9.4	3.1
CCCCOc1ccc(C(=O)Nn2c(-c3cccs3)nc3ccccc3c2=O)cc1	10.7	0.4	3.4	2.2	-1.6	-1.8	4.3	95.3*	0.7
Cc1ccc(C(=O)O/N=C2\CC3CCC2(C)C3(C)C)cc1 (centres undefined)	-0.3	0.0	-14.0	10.2	-0.9	-2.6	-0.6	5.2	0.7
CC(CCc1ccccc1)NS(=O)(=O)c1ccccc1Cl (centres undefined)	-20.4	-0.1	-5.1	-0.1	4.0	-0.2	5.1	8.2	-3.2
CSC1=NCCN1S(=O)(=O)c1ccccc1	-5.5	0.1	-1.3	0.3	-1.9	-1.0	0.3	8.3	-1.4
Cc1ccccc1NS(=O)(=O)c1nnc(NC(=O)c2ccccc2F)s1	-3.6	0.2	1.4	8.8	-1.2	1.1	3.1	-6.3	-0.1
COc1ccc2[nH]c(C)c(CCNC(=S)Nc3cccc(C)c3C)c2c1	-3.6	0.1	7.2	1.8	-0.2	5.3	4.4	-2.6	-1.3
CC(OC(=O)Cc1c(F)cccc1Cl)C(=O)NC1CCCCC1C (centres undefined)	/	-0.1	5.9	-3.0	/	-4.5	-1.4	/	/
O=C(COc1ccc(Cl)cc1Cl)NNC(=S)Nc1ccc(F)cc1	-0.8	-0.1	-2.4	-9.5	-1.7	0.5	2.9	8.5	-0.1
CCOC(=O)c1nc(-c2ccc(OC)c(OC)c2)no1	4.3	0.3	-2.7	-10.3	-1.8	-2.1	1.1	-6.9	2.3
N#Cc1cccc(C(=O)N(CCc2ccccc2)Cc2cccs2)c1	5.2	0.2	15.9	-3.8	1.3	0.9	2.1	-10.1	-0.5
C#CCOCCOCCOCCNc1nc(N2CCN(C(=O)Cn3cc(CCO)nn3)CC2)nc(N2CCN(C(=O)[C@H](C(C)C)n3cc(CCO)nn3)CC2)n1	-5.3	0.0	0.4	1.9	0.2	4.7	2.9	5.6	3.4
O=C(NC(=S)Nc1ccccc1Br)C1CCCC1	0.0	-2.6	5.6	7.1	2.8	-0.1	3.0	1.7	-1.7
CCCCC/C=C/C1=CC(=O)C[C@H](c2ccc(OC)c(OC)c2)C1	/	0.2	-15.7	8.0	/	-3.7	3.9	/	/
CCOC(=O)c1ccccc1NC1CC(=O)N(c2ccccc2C)C1=O (centres undefined)	2.5	-0.2	-9.3	-1.1	-0.2	-1.8	1.7	-0.3	1.1
O=C(COC(=O)CCc1nc2ccccc2s1)Nc1ccc(Cl)cn1	1.8	0.4	3.5	18.2	-22.6	1.0	-2.7	-10.7	2.7
C=CCNC(=O)c1ccc(N(CC=C)S(C)(=O)=O)cc1	-6.3	-0.1	-14.3	13.2	-2.2	3.3	0.0	-3.9	-3.0
Cc1ccc(/C=C/C(=O)O)cc1S(=O)(=O)NCCO	-6.8	0.0	-17.6	22.1	-5.8	-1.6	1.6	-11.1	-1.7
COc1ncccc1C(=O)NC1CCCc2c1cnn2-c1cc(C)cc(C)c1 (centres undefined)	10.5	-0.2	4.9	-5.9	2.3	3.7	0.9	7.0	-3.2

EBNA-1 inh: entries above that show a hit.
smiles | core dimer inh | Efflux pump mplx | PREPL inhibitor | PP5 inh | EBNA-1 inh | TPT1 inh
CCCCOc1ccc(C(=O)Nn2c(-c3cccs3)nc3ccccc3c2=O)cc1 | 10.7 | 0.4 | 2.2 | 4.3 | 95.3* | 0.7

(cont.)
SMILES	core dimer inh	Efflux pump mplx	ZTA counter	PREPL inhibitor	Fh CTSL1 inh	PP1 inh	PP5 inh	EBNA-1 inh	TPT1 inh
Brc1cc2c(cc1Br)OCCOCCOCCO2	-9.5	0.0	-9.5	-17.0	0.3	0.4	0.3	-3.4	-3.5
O=C(Oc1ccc(-c2csnn2)cc1)c1cccs1	0.1	0.1	-5.4	4.7	0.3	-7.2	2.1	0.8	3.5
Nc1nonc1NC(=O)CSc1ncccc1C(=O)O	-2.8	-0.1	-0.2	-2.3	-2.0	1.0	-0.6	5.1	1.6
Cc1ccccc1-c1nnnn1C1CCS(=O)(=O)C1 (centres undefined)	8.8	0.0	-6.6	-4.3	-0.8	-3.8	3.2	7.0	1.3
CN(C)CCCNCCCNC(=O)/C(=N\O)c1ccccn1	-2.2	-0.1	-25.0	7.3	-0.7	-2.0	0.6	-13.1	-0.4
COCCn1c(=S)[nH]c2ccc(N(C)C)cc2c1=O	-9.6	0.1	-3.4	9.1	2.3	-2.5	2.2	-11.6	-3.6
O=C(NCc1ccc(F)cc1)c1cccc2c1C(=O)N(Cc1cccnc1)C2	4.0	-0.1	5.3	5.8	-0.4	-0.5	0.9	4.9	0.9
CCc1c(C)sc(NC(=O)c2cc(-c3ccc(O)cc3)on2)c1C#N	29.3	0.2	8.3	8.9	4.8	5.1	-0.3	2.2	2.3
Cn1ccnc1/C(=N\NC(=O)c1ccccc1)c1cccc([N+](=O)[O-])c1	0.4	0.0	2.5	0.6	0.4	1.1	0.6	10.3	-2.5
COCCCn1nnnc1SCC(=O)Nc1ccc2c(c1)OCCO2	2.0	0.2	1.2	0.5	-2.3	-0.4	-2.1	-0.4	-0.5
Cc1ccc(-c2nc(CN(CC3CCC3)CC3CCCO3)c(C)o2)s1 (centres undefined)	8.9	0.0	9.0	19.3	1.1	-1.6	1.0	10.6	1.1
COc1cccc(C(=O)CN(C(=O)c2ccc(Cl)c(Cl)c2)N2C(=O)c3ccccc3C2=O)c1	5.6	0.1	-7.3	18.4	1.8	-2.5	4.9	6.2	-4.8
Cc1ccc(CSCC(=O)NCc2ccco2)cc1	0.7	0.1	-8.1	7.4	-0.3	3.2	0.5	-1.1	4.4
COc1ccc(-c2csc(N(CC3CCCO3)C(=O)c3ccco3)n2)cc1 (centres undefined)	5.6	-0.1	-3.9	12.6	-0.6	1.4	2.2	4.9	-0.3
O=C(NCc1ccco1)C1CC(c2cc(C(F)(F)F)cc(C(F)(F)F)c2)=NO1 (centres undefined)	-0.6	0.0	5.5	12.7	-1.0	11.7	5.3	-13.6	1.1
